Assay outcomes deposited in PubChem by NCI.
mec2-1: NCI yeast anticancer drug screen, S. cerevisiae mec2-1 strain | growth inhibition, % at 50 µM | 79,000 compounds, 9% hits | AID 157;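 also: 0% = growth of vehicle-only cultures of the same strain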
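Using mec2-1 yeast: add compound, measure growth, express inhibition versus vehicle-treated cultures.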
yeast cln2 rad14: NCI yeast anticancer drug screen, S. cerevisiae cln2 rad14 strain; % growth inhibition at 50 µM; 78,000 compounds, 8.3% hits;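 also: 0% = growth of vehicle-only cultures of the same strain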
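Yeast carrying cln2 and rad14 alterations (cell cycle control and DNA damage repair) were exposed to compounds. Growth inhibition was measured against vehicle-treated controls.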
yeast mlh1 rad18: NCI yeast anticancer drug screen, S. cerevisiae mlh1 rad18 strain | % growth inhibition at 50 µM | 79,000 compounds, 11% hits | AID 175;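 also: 0% = growth of vehicle-only cultures of the same strain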
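Vehicle-treated cultures served as the reference for growth inhibition in a yeast strain carrying DNA damage repair alterations exposed to each compound.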
sgs1 mgt1: NCI yeast anticancer drug screen, S. cerevisiae sgs1 mgt1 strain | % growth inhibition at 50 µM | 78,000 compounds, 10% hits | AID 161;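 also: 0% = growth of vehicle-only cultures of the same strain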
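Inhibition of yeast growth, normalised to vehicle-treated controls, is reported for a strain bearing genetic alterations in DNA damage repair.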
yeast bub3: NCI yeast anticancer drug screen, S. cerevisiae bub3 mutant strain; growth inhibition, % at 50 µM; 78,000 compounds, 9.9% hits;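 also: 0% = growth of vehicle-only cultures of the same strain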
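Inhibition values come from growth of compound-treated mutant yeast normalised to vehicle-treated controls.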
yeast rad50: NCI yeast anticancer drug screen, S. cerevisiae rad50 strain; AID 155; % growth inhibition at 50 µM; 79,000 compounds, 10% hits;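 also: 0% = growth of vehicle-only cultures of the same strain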
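DNA repair mutant yeast, compound exposure, growth read-out; inhibition is taken relative to vehicle.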
* hit, by the source's call; · = not tested or not shown; & = joins results of further samples. Rule as the data show it: active = growth inhibition above about 70%; inactive = the rest.

compound,mec2-1,yeast cln2 rad14,yeast mlh1 rad18,sgs1 mgt1,yeast bub3,yeast rad50
O=C1C[C@@H]2C(COC(=O)c3ccccc3)N(OCc3ccccc3)C[C@@H]2O1 (stereo not given in full),-11,11,25,12,52,38
CC(C)Sc1nc(NC(=O)N(CCCl)N=O)cc(=O)[nH]1,-2,6,24,20,13,14
COc1ccc(CNC(=O)CC(C)=O)cc1,-18,7,1,3,13,-7
Cc1ccc(S/N=C\c2ccccc2O)cc1,74*,35,94*,62,76*,90*
Cc1c(-c2ccccc2)ccnc1/C=N/NC(N)=S,79*,54,82*,66,81*,48
O=S(=O)(O)SCC1=NCCN1,-5,-35,10,-4,11,18
CCN(CC)C1Oc2cc3c(cc2C(c2ccc(OC)cc2)C1C)OCO3 (stereo not given),78*,81*,85*,89*,85*,82*
O=C(CCl)NC(=O)N(/N=C/c1ccccc1)c1ccccc1,6,-38,12,47,-8,41
Fc1ccc(P(c2ccc(F)cc2)c2ccc(F)cc2)cc1,10,·,19,·,·,41
CCOP(=O)(OCC)/C(C#N)=C/c1ccnc2ccccc12,0,-5,3,7,-1,14
O=C(Cc1nc2ccc([N+](=O)[O-])cc2[nH]c1=O)C(=O)Nc1cc(Cl)c(Cl)cc1Cl,-5,7,26,-6,24,8
CC(=O)CC(=O)ON(C)C(C)=O,19,8,-12,-16,-14,-9
O=c1oc2c(c(N(c3ccccc3)c3ccccc3)c1Cl)CCc1nc(-c3ccccc3)sc1-2,-1,11,-15,-8,-2,3
CCOC(=O)C12CCCC1=NN=C2C1=NN=C2CCCC21C(=O)OCC (stereo not given),-13,-8,1,-9,-25,-1
CCOc1ccc(NC(=O)CC2C(=O)Nc3ccccc3S2(=O)=O)cc1 (stereo not given),-18,-22,-1,-13,-9,-8
CN(C)c1ccc(NC(=O)C(c2ccccc2)c2ccccc2)cc1,-15,-24,-13,0,4,7
c1ccc(N=C(C(=Nc2ccccc2)c2ccccc2)c2ccccc2)cc1,14,-68,-9,4,5,5
CCCCC(C#N)(CCCC)c1ccccc1,25,3,65,-2,1,18
O=C(O)CCSCCC(=O)O,-2,-48,22,-29,-14,-23
COc1ccc(/C(Cl)=C(\CN(C)C)c2ccc(OC)c(OC)c2)cc1OC,19,28,24,10,-6,42
Cn1nc(-c2ccc(Cl)c(Cl)c2)[n+]([O-])c2c(=O)n(C)c(=O)nc1-2,92*,89*,91*,89*,85*,89*
Cc1cc(Br)c2ccccc2c1N,54,85*,90*,94*,75*,88*
CCCCCc1c(CCCC)c(=O)[nH]c2ccccc12,-24,-3,-14,-24,-6,9
CN(C)C=Nc1c2ccccc2cc2ccccc12,4,-32,0,6,27,26
CC(C)=Nn1cnc2c1NC(C)(C)N=C2C(N)=O,-17,8,-16,-12,15,-19
O=C(OCC(OC(=O)c1ccccc1)C(OC(=O)c1ccccc1)C(OC(=O)c1ccccc1)C(OC(=O)c1ccccc1)c1cnn(-c2ccccc2)n1)c1ccccc1 (stereo not given),0,-3,-17,-19,-3,0
C/C(=N\NC(=O)c1ccccc1O)c1cccc(/C(C)=N/NC(=O)c2ccccc2O)n1,23&-1,32&-3,8&6,-5&13,22&-21,26&-5
CCCCOCCOCC(C)O (stereo not given),10,-24,2,37,-8,15
COc1ccc(CSC(=S)Nc2ccc(SC)c(Cl)c2)cc1,98*,95*,98*,97*,97*,96*
CCC1(CC)C=CC(Br)CC1(CC)CC (stereo not given),9,2,-10,-3,4,-8
Nc1nnc2nc(C(C(=O)c3ccccc3Cl)c3nc4nnc(N)n4[nH]c3=O)c(=O)[nH]n12,100*,75*,97*,42,99*,94*
COc1ccc(C(=O)O[C@@H]2CCN3CC[C@H](C)[C@H]23)cc1,-22,13,-75,7,-6,7
Cc1cc2cc3c4c(nn5nnnc5c4c2o1)-c1ccccc1CC3,2,-12,12,6,7,5
COc1ccc2c(c1)[n+]([O-])c(/C(C)=N/NC(N)=S)c(C)[n+]2[O-],12,11,47,42,61,66
O=c1cnc(=O)[nH][nH]1,-17,-18,-5,-7,6,-12
CN(C)c1ccc(C=C2C(=O)OC(C)(C)OC2=O)cc1Br,-14,32,11,-4,-18,2
Cc1nc(Nc2ccc(Cl)cc2)sc1C(=O)Nc1cccc2c(=O)[nH][nH]c(=O)c12,91*,88*,90*,91*,91*,83*
O=C(CCOS(=O)(=O)CF)N1CCN(C(=O)CCOS(=O)(=O)CF)CC1,0,-2,-15,-11,-11,-6
CC1=CC(C)(C)SC(SSSC2=NC(C)=CC(C)(C)S2)=N1,11,3,30,39,-3,16
COc1cc(NC(=O)Nc2ccc(F)c(Cl)c2)c(OC)cc1Cl,16,17,24,15,29,22
Cc1cn2cc(-c3cccs3)nc2s1,-1,19,15,19,-8,15
CCNC(=S)NNc1ccccc1,-42,5,-9,-9,-43,-3
CC(=O)N=C1N(/C=C2\C(=O)Oc3ccccc3C2=O)C(=O)/C(=C/c2ccc3c(c2)OCO3)N1C,-6,9,10,5,-6,22
Nc1[nH]c(=S)[nH]c(=O)c1N=Nc1c(Br)cc(S(N)(=O)=O)cc1Br,-16,-25,0,-24,9,5
CCCCCN(CCCCC)CCNc1ccc(C)c2sc3ccccc3c(=O)c12,97*,96*,97*,98*,97*,99*
COc1cc2c(cc1OC)C1CC(CC(N)=O)(C(N)=O)CCN1CC2 (stereo not given),17,-49,18,15,2,2
CC12CC3C(CC1SCC(=O)O2)C3(C)C (stereo not given),-1,1,-26,-45,-25,-27
O=NNc1ccc(Oc2ccc(NN=O)cc2)cc1,-4,8,27,-3,-13,27
S=C1NC=CC(S)N1 (stereo not given),6,10,-1,7,11,-3
OC(CC(O)(C(F)(F)Cl)C(F)(F)Cl)c1ccccc1 (stereo not given),91*,86*,89*,92*,89*,88*
CNc1nc(SCc2ccccc2)c2ncn(C3OC(CO)C(O)C3O)c2n1 (stereo not given),5,20,18,17,5,11
CCOC(=O)C1=C(C)N(Cc2ccccc2)C(C)=C(C(=O)OCC)C1c1ccccc1O,28,18,19,20,31,20
O=C(O[C@H](C(=O)O)[C@H](OC(=O)c1ccccc1)C(=O)O)c1ccccc1,-15,0,11,17,28,16
NS(=O)(=O)/C=C(\Cl)c1ccccc1,2,-17,-1,3,12,2
Cc1c(C)c2c(c(C)c1Cl)CC2(Cl)Cl,4,-42,-10,-9,-6,4
C1=C(c2ccccc2)OC(c2ccccc2)=C(c2ccccc2)[P+]1(c1ccccc1)c1ccccc1,100*,100*,99*,100*,100*,100*
Nc1ccccc1SC(CC(=O)c1ccc(-c2ccccc2)cc1)c1ccco1 (stereo not given),-31,-9,-32,17,-8,-18
CC(C)C(CN)(C(C)C)C(C)C,10,9,-9,-9,5,2
Nc1cc(F)c2c(c1F)C(=O)c1cc(F)ccc1-2,27,26,81*,55,18,93*
CNC(=O)Nc1nnnc2ccccc12,1,-11,14,-4,0,10

As entered above:
yeast rad50 result of Nc1cc(F)c2c(c1F)C(=O)c1cc(F)ccc1-2 : 93*
yeast cln2 rad14 result of Cc1cn2cc(-c3cccs3)nc2s1 : 19
yeast cln2 rad14 result of c1ccc(N=C(C(=Nc2ccccc2)c2ccccc2)c2ccccc2)cc1 : -68
yeast mlh1 rad18 result of O=C(Cc1nc2ccc([N+](=O)[O-])cc2[nH]c1=O)C(=O)Nc1cc(Cl)c(Cl)cc1Cl : 26
yeast cln2 rad14 result of NS(=O)(=O)/C=C(\Cl)c1ccccc1 : -17
yeast mlh1 rad18 result of CCCCOCCOCC(C)O (stereo not given) : 2

Returning to the listing; the 6 compounds before the break are reprinted first.
compound,mec2-1,yeast cln2 rad14,yeast mlh1 rad18,sgs1 mgt1,yeast bub3,yeast rad50
Cc1c(C)c2c(c(C)c1Cl)CC2(Cl)Cl,4,-42,-10,-9,-6,4
C1=C(c2ccccc2)OC(c2ccccc2)=C(c2ccccc2)[P+]1(c1ccccc1)c1ccccc1,100*,100*,99*,100*,100*,100*
Nc1ccccc1SC(CC(=O)c1ccc(-c2ccccc2)cc1)c1ccco1 (stereo not given),-31,-9,-32,17,-8,-18
CC(C)C(CN)(C(C)C)C(C)C,10,9,-9,-9,5,2
Nc1cc(F)c2c(c1F)C(=O)c1cc(F)ccc1-2,27,26,81*,55,18,93*
CNC(=O)Nc1nnnc2ccccc12,1,-11,14,-4,0,10
O=[N+]([O-])c1cccc(C2=NOC(C3CCCCC3)C2)c1 (stereo not given),4,35,30,50,32,40
CSc1cnc2ccccc2n1,-6,13,-4,-11,-1,6
CCC[C@@H]1CCCC[C@H]1C,-2,-2,0,-5,-14,1
Oc1ccc(SCc2cc(O)c(O)c(O)c2)cc1,32,14,48,12,21,1
CC1CC(C)(C)OB(OCCc2ccc(Cl)cc2Cl)O1 (stereo not given),18,15,14,9,-5,23
Nc1nc(N)c(N=Nc2ccc(Cl)cc2)c(=O)[nH]1,-21,23,14,-26,5,20
CCOC(=O)c1nc2cc(C(F)(F)F)ccc2nc1Nc1ccc(OC)c(OC)c1,-6,-12,-14,-17,-13,-18
CNC(=O)OCc1c(COC(=O)NC)c(-c2ccc(S(C)(=O)=O)cc2)n(C)c1C,-3,5,-42,-16,-10,49
CC(=O)OCc1ccnc2ccc(OC(C)=O)cc12,15,-9,3,-6,-5,0
CC(C)(C)OC(=O)CNC(=O)C(Cc1ccccc1)NC(=O)C(CSC(c1ccccc1)(c1ccccc1)c1ccccc1)NC(=O)CNC(=O)C(Cc1ccccc1)NC(=O)CNC(=O)C(N)CSC(c1ccccc1)c1ccccc1 (stereo not given),22,-9,41,4,-4,0
O=C(c1ccc(Cl)c(Cl)c1)C(CS(=O)(=O)O)CS(=O)(=O)O (tested in a mixture with another compound),0,-4,12,-1,-5,-2
CCN(CC)CCn1c2cc3c(cc2c(=O)c2cccnc21)OCO3,-18,14,24,-29,-34,-18
CCCC[P+](CCCC)(CCCC)C(C(=O)OC)C(C(=O)OC)=C1SC(C(=O)OC)=C(C(=O)OC)S1 (stereo not given),1,7,-45,7,19,-1
OCC(O)C(O)C(O)C(O)c1nc2ccc(Cl)cc2[nH]1 (stereo not given),10&2,-23&11,-1&16,-28&17,-8&10,38&6
Cc1ccc(NC(=O)c2cc3c(cc2Cl)Sc2nccn2S3(=O)=O)cc1,11,-26,39,13,11,22
Nc1nc2c(c(=O)[nH]1)NC(CCNc1ccc(C(=O)O)cc1)CN2 (stereo not given),-35,2,4,-1,6,-12
CCOC(=O)C(CCSC)(CCSC)C(=O)OCC,-57,12,-13,-32,20,-41
O=c1c2ccccc2[nH]c2c1[nH]c1ccccc12,-12,83*,20,-2,-21,37
COc1ccc(C(=O)C(c2ccccc2)c2ccccc2)cc1,2,4,6,-13,9,7
C=CC1(C)CCC2C(=CCC3C(C)(COC4OC(CO)C(O)C(O)C4O)C(O)CCC23C)C1 (stereo not given),94*,91*,93*,94*,94*,93*
Cn1c(/C=C/C(=O)O)cc2ccccc21,6,-41,20,16,-25,4
Cc1nnc(-c2ccccc2)s1,12,12,-7,-3,-11,15
CS(=O)(=O)OC1C(O)C(n2cnc3c(N)ncnc32)C(O)C(OS(C)(=O)=O)C1OS(C)(=O)=O (stereo not given),58,-8,18,4,40,0
NCCCCCC(=O)O,-25,8,-8,-18,-22,-38
COc1ccc(CC2c3c(cc(OC)c(OC)c3OC)CCN2C)cc1OC (stereo not given),10,26,24,-9,17,17
c1ccc(CN2CCOCC2)nc1,-23,20,-4,-4,8,1
COc1ccc(C(N)CC(=O)O)c(Cl)c1OC (stereo not given),-4,-25,-17,-17,10,-13
S=c1sc2ccccc2n1CNc1ccccc1Cl,-20,26,0,30,-1,-14
O=P(C(=S)Nc1ccccc1Cl)(c1ccccc1)c1ccccc1,90*,88*,89*,93*,89*,88*
Cc1ccc(C2CC(=O)CC2c2ccc(C)cc2)cc1 (stereo not given),-2,-1,13,-1,11,34
C#CC1(NC(=S)Nc2cccc(OC)c2)CCCCC1,12,-1,8,9,37,7
Cc1cc(C)c(C(=O)c2ccccc2C)c(C)c1,-1,-24,16,0,11,21
Cc1c(CN2CCOCC2)c(CN2CCOCC2)c(C)n1-c1ccc(Cl)cn1,8,-7,8,-23,-16,-31
CC1CCC(C(C)(C)O)CC1O (stereo not given),2,-9,-8,1,-17,-13

An unsorted share of the library; any-hit rate near 14%.
